Bioassay records deposited in PubChem by several laboratories.
G6PDH counter: L. mesenteroides G6PDH inhibition counter-screen; 0.12% of 200,000 active; Purified L. mesenteroides G6PDH, diaphorase/resazurin coupled fluorescence, 45 min; AID 1020; inhibition, % at 5 µM; in the data active = inhibition above about 50%
STAT3 blocker: inhibitors of IL-6 induced STAT3 signaling | U3A cells, IL-6 STAT3-luciferase reporter, luminescence; host cell line lacks STAT1 | inhibition, % at 5.5 µM | 0.89% of 190,000 active;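 active = inhibition above the mean inhibition across all screened compounds plus 3 SD, cut at about 44% in these data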;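 note: 0% = DMSO only wells and 100% = 100 µM nifuroxazide control wells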
STAT1 act: STAT1 signaling activation; NIH 3T3 STAT1-luciferase reporter, IFN-gamma, luminescence; 100% = IFN-gamma alone, no compound; activation (% of control), % at 5.5 µM; 2.6% of 200,000 active; AID 932;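 active = activation above the screen-wide mean activation plus 3 SD, cut at about 130% in these data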;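 note: raw ratio to IFN-gamma control signal so 100% means no change and 0% no light; values of inactives mirror those of a sister screen read the other way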
Diaph inh CS: counter-screen for diaphorase-based assays: diaphorase inhibitors and chemical oxidizers | diaphorase resazurin-to-resorufin fluorescence, NADH, 16 min; bacterial (C. kluyveri) enzyme, not human | inhibition, % at 20 µM | 0.69% of 190,000 active | AID 1217;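 active = primary screen inhibition at 20 µM above a set limit, cut at about 50% in these data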;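 note: plate controls were DMSO with full reaction for no effect and wells lacking NADH for full effect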
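controls = No-NADH positive control and DMSO neutral control | system = Clostridium kluyveri diaphorase enzyme | timing = reaction incubation of 16 min at room temperature | signal = resorufin fluorescence 544/590 nm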
Hsp70 act: Hsp70 transcriptional activation, primary screen; HeLa Hsp70 promoter luciferase reporter, luminescence; scaled: vehicle 0, proteasome-inhibitor control 100%; activation, % at 10 µM; 0.04% of 200,000 active; AID 1203;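 active = activation above the mean across all tested compounds plus 3 SD, cutoff set per campaign, cut at about 5.5% in these data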;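 note: 100% = MG132 at 30 µM as the positive control and 0% = DMSO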
Diaphorase act: counter-screen for diaphorase-based assays: diaphorase activators and chemical reducers | Diaphorase/resazurin coupled assay, resorufin fluorescence, 16 min; stronger effect = higher value; 1 = vehicle wells, 0 = NADH-free wells | activation factor at 20 µM | 0.005% of 190,000 active;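 active = diaphorase activity raised at least twofold by the compound at 20 µM; inactive = activation factor below 2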
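Test system: Clostridium kluyveri diaphorase, purified enzyme; input: enzyme 0.07 U/mL final; buffer or medium: 50 mM HEPES pH 7.4 with 4.542 mM MgCl2, 0.005% Tween 20; also added: 0.114 mM NADH and 0.1 mM resazurin, final amounts; schedule: 16 min enzyme reaction, ambient temperature; technique: fluorescence of resorufin, 544 nm excitation, 590 nm emission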
STAT3 activator: increases IL-6 driven STAT3 reporter signal. U3A cells, IL-6 STAT3-luciferase reporter, luminescence; 100% = signal with IL-6 EC80 alone. 0.91% of 190,000 active. activation (% of control), % at 5.6 µM;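 active = activation above the screen-wide mean of compound activation plus 3 SD, cut at about 130% in these data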;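 note: 0% = background luminescence of wells with medium and substrate only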
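Test system: STAT3-luciferase reporter U3A cells; Detection: reporter luminescence signal; Times: 1 h compound pre-exposure, 6 h IL-6 stimulation, 37 °C; Benchmarks: IL-6-only high control; Also added: IL-6 stimulus at 33 ng/mL final.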
STAT1 blocker: reduces IFN-gamma driven STAT1 reporter signal; AID 920; inhibition, % at 5.5 µM; 0.35% of 200,000 active; NIH 3T3 STAT1-luciferase reporter, luminescence;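 active = inhibition above a set limit, the mean inhibition across all tested compounds plus 3 SD, cut at about 34% in these data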;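 note: 0% = IFN-gamma with DMSO and 100% = IFN-gamma with 300 µM nifuroxazide; values of inactives mirror those of a sister screen read the other way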
APP transl inh: APP translation inhibition; SH-SY5Y APP 5'UTR-luciferase reporter, luminescence; inhibition, % at 2 µM; 0.82% of 190,000 active; AID 1285;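 active = inhibition above a set limit, derived from the sample mean plus 3 SD, cut at about 45% in these data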; note: values of inactives mirror those of a sister screen read the other way
TLR4-MyD88 BLA: blocks binding of human TLR4 to MyD88; 0.18% of 200,000 active; AID 861; O00206+Q99836; HeLa CL3-4 TLR4/MyD88 BLA complementation, FRET ratio; inhibition, % at 8.4 µM; in the data active = inhibition above about 25%;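 note: 0% = vehicle and 100% = reference inhibitor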
Target sequence (O00206 whole entry, looked up): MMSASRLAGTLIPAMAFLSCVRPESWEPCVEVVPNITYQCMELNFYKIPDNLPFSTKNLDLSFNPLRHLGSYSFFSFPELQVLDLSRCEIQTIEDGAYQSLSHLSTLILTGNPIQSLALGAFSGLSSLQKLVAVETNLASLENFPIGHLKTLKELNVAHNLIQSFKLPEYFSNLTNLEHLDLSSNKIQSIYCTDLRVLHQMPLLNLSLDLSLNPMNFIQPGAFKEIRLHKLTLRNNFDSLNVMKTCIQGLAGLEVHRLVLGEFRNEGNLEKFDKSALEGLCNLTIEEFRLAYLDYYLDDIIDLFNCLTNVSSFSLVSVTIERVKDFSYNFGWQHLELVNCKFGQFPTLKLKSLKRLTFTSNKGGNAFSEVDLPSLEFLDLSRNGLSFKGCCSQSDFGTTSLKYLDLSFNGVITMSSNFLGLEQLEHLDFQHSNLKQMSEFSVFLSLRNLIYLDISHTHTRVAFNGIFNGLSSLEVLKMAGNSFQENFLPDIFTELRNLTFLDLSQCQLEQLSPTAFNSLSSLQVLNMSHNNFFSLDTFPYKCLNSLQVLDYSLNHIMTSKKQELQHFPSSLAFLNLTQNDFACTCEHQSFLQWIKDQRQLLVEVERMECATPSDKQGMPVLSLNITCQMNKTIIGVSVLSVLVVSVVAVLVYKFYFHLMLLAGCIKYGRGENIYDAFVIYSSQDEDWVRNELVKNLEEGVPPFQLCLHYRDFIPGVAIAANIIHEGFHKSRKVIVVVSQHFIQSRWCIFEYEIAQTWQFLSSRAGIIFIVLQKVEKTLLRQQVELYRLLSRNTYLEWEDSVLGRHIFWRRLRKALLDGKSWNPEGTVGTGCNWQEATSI
Target sequence (Q99836 whole entry, looked up): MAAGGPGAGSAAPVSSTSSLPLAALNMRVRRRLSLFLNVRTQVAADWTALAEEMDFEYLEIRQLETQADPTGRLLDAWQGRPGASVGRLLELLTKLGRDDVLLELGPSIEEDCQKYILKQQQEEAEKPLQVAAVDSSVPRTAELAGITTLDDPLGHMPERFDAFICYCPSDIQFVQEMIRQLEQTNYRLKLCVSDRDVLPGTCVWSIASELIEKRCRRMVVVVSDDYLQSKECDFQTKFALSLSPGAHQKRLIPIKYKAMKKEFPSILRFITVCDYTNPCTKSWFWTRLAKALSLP
* marks the source's active call; other numbers are inactive results; . = no result given.

canonical_smiles	STAT3 activator	TLR4-MyD88 BLA	Diaphorase act	APP transl inh	Hsp70 act	STAT1 act	G6PDH counter	STAT3 blocker	STAT1 blocker	Diaph inh CS
Cc1ccccc1NC(C)C(=O)N/N=C/c1ccccc1OCc1cccc(Br)c1 (centres undefined)	93.7	5.4	0.9	-10.1	0.1	104.5	4.6	12.8	-4.9	10.4
O=C(Cc1ccccc1)c1c[nH]c(C(=O)NCCCn2ccnc2)c1	106.4	8.3	1.1	-10.9	0.0	101.5	3.6	-2.4	-1.8	-13.2
CCn1cnc2cc(NC(=O)c3cccs3)ccc21	91.8	-7.1	0.9	-76.5	-0.1	135.3*	33.7	12.0	-40.5	10.7
Cc1ccc(NC(=S)NCc2ccccc2)cc1S(=O)(=O)N1CCCCC1	103.8	1.9	1.1	-3.6	-0.4	96.8	0.9	-2.1	1.8	-6.1
CC(=O)C1C(c2ccc(F)cc2)NC(=O)NC1(O)C(F)(F)F (centres undefined)	97.1	-10.8	0.9	-4.0	0.0	101.1	3.3	8.0	-1.2	7.5
COc1ccc(Cn2nnnc2CN(Cc2cc3cccc(C)c3[nH]c2=O)C2CCCC2)cc1	115.1	-9.5	0.8	-15.6	-0.3	92.1	-1.6	-7.1	8.7	22.5
O=C(Cn1nc(-c2cccc([N+](=O)[O-])c2)c2ccccc2c1=O)NCC1CCCO1 (centres undefined)	108.3	-7.3	0.9	-4.7	-0.1	97.3	0.3	-5.0	-0.3	6.2
O=c1[nH]c(SCc2c(Cl)cccc2Cl)nc2ccccc12	92.2	-0.3	0.9	-0.7	0.0	96.7	3.0	15.4	2.7	5.0
Cc1nc2cc(N)ccc2n1C1CCCCC1	101.2	-3.7	0.8	15.2	-0.1	92.2	10.5	5.7	6.5	20.8
O=C(NCCCN1CCCCC1)c1ccc2c(=O)n(CCc3ccccc3)c(=O)[nH]c2c1	101.6	0.2	1	5.1	-0.5	103.9	3.9	3.9	-4.2	-4.0
CC1CN(C(=O)c2ccn(C)n2)CC(C)O1 (centres undefined)	97.7	7.4	1	-19.3	-0.2	102.9	4.3	7.2	-3.3	4.7
Clc1ccc2c(NCc3ccccn3)ncnc2c1	140.2*	-9.8	1.1	-0.4	-0.3	101.0	0.8	-47.0	-1.0	-9.3
O=C(Nc1cccc(NC(=O)c2ccco2)c1)c1cnccn1	96.5	0.1	1	20.5	-0.2	99.4	0.7	7.4	-3.2	-2.2
Cc1ccccc1S(=O)(=O)NC1OC(=O)C(Oc2ccccc2)=C1Br (centres undefined)	101.0	-4.4	1	-11.5	0.0	104.1	5.5	0.9	-6.0	4.9
COc1ccc(C(=O)Sc2ccc(Cl)cc2)cc1OC	103.0	8.3	0.9	-16.9	0.1	102.6	0.4	4.2	-3.0	11.4
COC(=O)CC1=NN(c2ccccc2)C(=O)/C1=C\c1ccc(OC)cc1	101.4	-7.0	0.6	13.9	-0.1	96.5	4.7	1.1	4.0	43.7
Cc1cccc(-n2ccnc2SCC(=O)O)c1C	104.8	-1.4	1	2.0	0.0	107.1	-2.0	-5.2	-6.8	3.0
Cc1csc(CN(C)C(=O)CC2C(=O)NCCN2Cc2ccc(-c3ccccc3)cc2)n1 (centres undefined)	98.6	-2.6	.	-2.0	-0.2	95.0	14.6	3.2	4.3	.
CC(C)(C)CC(=O)N1CCC(c2nc3c(nnn3Cc3c(F)cccc3Cl)c(=O)[nH]2)CC1	99.3	2.6	0.9	-4.3	-0.1	99.7	3.4	10.7	0.4	9.3
O=C(CSc1ccc(-c2ccco2)nn1)Nc1ccccc1	102.7	10.1	0.7	3.8	0.2	95.9	1.3	1.7	4.3	27.3
COc1ccc(CCNC(=O)c2c(C)nc3ccccn23)cc1	83.0	5.1	0.9	-17.4	-0.2	94.4	10.1	26.5	5.7	7.2
Cc1cc(C(=O)OCC(=O)NCCc2ccccc2)c(C)o1	102.3	-3.5	0.8	-5.8	-0.3	104.0	-3.9	3.3	-4.3	19.4
CCCCN(CC)C(=O)CN(C)S(=O)(=O)c1cccc2nsnc12	94.4	-7.6	0.9	22.8	-0.2	98.7	-3.1	9.0	1.4	10.6
COc1ccc(-c2nc(N3CCCC3)[nH]c(=O)c2C#N)cc1	86.8	-3.8	0.9	1.5	-0.5	93.1	3.8	20.4	7.6	7.8
COc1ccccc1-c1noc(-c2cc(OC)c(OC)c(OC)c2)n1	106.2	-2.2	0.9	-5.2	-0.2	98.3	-0.6	-3.5	4.1	11.5
O=C(CNCCC1=CCCCC1)Nc1ccc(N2CCCCCC2)cc1	105.1	10.5	1	-4.9	-0.1	101.9	2.0	-5.0	-2.1	0.8
ONC=Nc1cccc2nonc12	100.0	6.3	0.7	-12.1	0.2	105.2	11.2	2.9	-5.7	28.8
CCC(C)NC(=O)C(=O)NCc1ccncc1 (centres undefined)	106.9	1.3	1	11.0	0.0	102.7	5.8	-3.6	-3.0	4.5
CN(Cc1ccccc1)C(=O)COC(=O)c1ccc(Cl)c(N)c1	103.7	-7.1	0.9	-10.3	-0.2	108.0	-4.0	1.3	-8.8	8.6
O=C(NC(=S)Nc1ccc(N2CCOCC2)c(Cl)c1)c1sc2ccccc2c1Cl	92.7	2.6	0.9	-26.2	-0.1	96.8	-6.7	3.9	3.5	13.6

Among those listed so far, these contain bromine:
canonical_smiles	STAT3 activator	TLR4-MyD88 BLA	Diaphorase act	APP transl inh	Hsp70 act	STAT1 act	G6PDH counter	STAT3 blocker	STAT1 blocker	Diaph inh CS
Cc1ccccc1NC(C)C(=O)N/N=C/c1ccccc1OCc1cccc(Br)c1 (centres undefined)	93.7	5.4	0.9	-10.1	0.1	104.5	4.6	12.8	-4.9	10.4
Cc1ccccc1S(=O)(=O)NC1OC(=O)C(Oc2ccccc2)=C1Br (centres undefined)	101.0	-4.4	1	-11.5	0.0	104.1	5.5	0.9	-6.0	4.9

(further entries)
canonical_smiles	STAT3 activator	TLR4-MyD88 BLA	Diaphorase act	APP transl inh	Hsp70 act	STAT1 act	G6PDH counter	STAT3 blocker	STAT1 blocker	Diaph inh CS
COc1ccc2c(c1)NC(=O)CC(c1ccccc1)=N2	96.4	9.7	1.1	-15.1	0.2	121.4	12.4	10.9	-23.2	-6.0
CC1CCCCC1NC(=O)CN(C)S(=O)(=O)c1cccc2nsnc12 (centres undefined)	92.2	14.0	0.9	-15.4	0.1	102.3	4.6	11.6	-2.5	5.1
COCCn1c(N)c(N(Cc2ccccc2)C(=O)Cc2ccccc2F)c(=O)[nH]c1=O	105.1	-4.8	0.9	-0.6	0.5	99.9	2.0	-3.6	-1.6	9.5
O=c1oc2ccccc2c(Nc2cccc(O)c2)c1[N+](=O)[O-]	104.8	-3.4	0.5	5.7	-0.4	94.3	6.1	-4.5	9.3	48.9
N/C(=N\OC(=O)N1CCOCC1)c1ccc(Cl)cc1	96.9	-2.1	0.9	-20.8	-0.2	109.4	13.0	2.2	-10.3	13.9
CCC(=O)c1ccc(OC(=O)c2cnccn2)cc1	99.4	-14.9	1	-5.0	0.0	104.6	9.8	8.2	-5.3	2.6
CC(=O)NNc1nc2ccccc2s1	104.0	-14.9	0.9	-0.6	0.2	91.3	6.8	0.3	9.5	5.1
CN1C2=CC=CC=CC2=[N+](C)C12C=CC(=[N+]([O-])[O-])C=C2[N+](=O)[O-] (centres undefined)	98.4	3.0	0.9	-7.7	0.0	97.9	4.9	1.7	2.3	14.2
CC(C)C(=O)NNC(=O)CSc1nc(C2CCCCC2)nc2ccccc12	97.5	9.8	1	-6.1	-0.2	104.2	-3.8	3.8	-4.7	-0.5
CCCCNc1cc(=O)oc2ccccc12	96.3	8.8	0.9	6.0	-0.2	99.4	0.9	6.1	0.6	9.1
O=[N+]([O-])c1cccc(-n2cccc2/C=N/Nc2nc(N3CCCCC3)nc(N3CCCCC3)n2)c1	103.3	-0.3	1	-7.0	-0.5	94.5	-4.6	1.1	5.7	0.0

Three structures already listed, ordered by formula weight, lowest first.
canonical_smiles	STAT3 activator	TLR4-MyD88 BLA	Diaphorase act	APP transl inh	Hsp70 act	STAT1 act	G6PDH counter	STAT3 blocker	STAT1 blocker	Diaph inh CS
CC(=O)NNc1nc2ccccc2s1	104.0	-14.9	0.9	-0.6	0.2	91.3	6.8	0.3	9.5	5.1
COc1ccc(-c2nc(N3CCCC3)[nH]c(=O)c2C#N)cc1	86.8	-3.8	0.9	1.5	-0.5	93.1	3.8	20.4	7.6	7.8
O=C(CNCCC1=CCCCC1)Nc1ccc(N2CCCCCC2)cc1	105.1	10.5	1	-4.9	-0.1	101.9	2.0	-5.0	-2.1	0.8

Some of these compounds in order of the STAT1 act value, falling.
molecule,STAT3 activator,TLR4-MyD88 BLA,APP transl inh,Hsp70 act,STAT1 act,STAT1 blocker
COc1ccc2c(c1)NC(=O)CC(c1ccccc1)=N2,96.4,9.7,-15.1,0.2,121.4,-23.2
CN1C2=CC=CC=CC2=[N+](C)C12C=CC(=[N+]([O-])[O-])C=C2[N+](=O)[O-] (centres undefined),98.4,3.0,-7.7,0.0,97.9,2.3
O=c1oc2ccccc2c(Nc2cccc(O)c2)c1[N+](=O)[O-],104.8,-3.4,5.7,-0.4,94.3,9.3
